High-throughput results deposited in PubChem BioAssay by several laboratories.
GSK3B inh = blocks human GSK3beta kinase activity; GST-GSK3beta kinase, ADP-Glo luminescence, 60 min; stronger effect = lower value; AID 2097; P49841; 0.038% of 300,000 active; activity score (negative = inhibition), % at 10 µM;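 active = more than half of replicate wells score below -50%, meaning over 50% inhibition versus plate controls; inconclusive = some replicates but at most half score below -50%; inactive = no replicate scores below -50%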;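 note: 0% = median DMSO wells and -100% = median GW8510 positive control wells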
Target sequence (P49841 whole entry, looked up): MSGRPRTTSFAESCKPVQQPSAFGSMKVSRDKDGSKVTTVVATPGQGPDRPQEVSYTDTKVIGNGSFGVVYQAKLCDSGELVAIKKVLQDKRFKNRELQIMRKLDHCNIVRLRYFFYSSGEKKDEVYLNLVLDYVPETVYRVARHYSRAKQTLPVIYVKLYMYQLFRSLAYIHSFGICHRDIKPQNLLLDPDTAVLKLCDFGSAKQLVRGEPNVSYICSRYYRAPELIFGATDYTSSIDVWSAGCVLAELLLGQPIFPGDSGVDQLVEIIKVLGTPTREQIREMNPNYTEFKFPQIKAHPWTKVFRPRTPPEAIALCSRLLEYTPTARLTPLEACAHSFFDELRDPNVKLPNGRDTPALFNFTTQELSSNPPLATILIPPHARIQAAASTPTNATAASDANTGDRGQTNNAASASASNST
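Assay system: GST-tagged human GSK3beta kinase, cell-free; Input: 1.6 ng GSK3beta; Medium: Tris/MgCl2 kinase buffer; Timing: 60 min enzyme reaction, room temperature; Signal: ADP-Glo luminescence quantifying ADP generated by kinase; Evaluation: score relative to plate controls; Benchmarks: DMSO neutral wells and GW8510 at 20 µM as positive.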
HIF activator = HIF pathway transcriptional activation. U2OS HRE-luciferase reporter, luminescence; normalized: DMSO 0%, desferrioxamine 100%. activation, % at 7.5 µM (by protocol). 0.32% of 300,000 active. AID 1910;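 active = mean activation of at least 10% of the iron chelator positive control signal, with at least half of replicates also reaching 10%; inconclusive = mean and replicate majority disagree about reaching 10%; inactive = mean and most replicates under 10%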
aSyn 5UTR inh = MLPCN primary screen, SNCA 5' untranslated region | 0.82% of 300,000 active | alpha-synuclein 5'UTR reporter, inhibitor activity | AID 1813 | inhibition, % (tested at 7.5 µM); in the data active = inhibition above about 60%; inconclusive = no clear call, values can overlap the other calls;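 note: H4 neuroglioblastoma cells stably carrying SNCA 5'UTR luciferase fusion; 0% = DMSO wells and 100% = positive control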
HSF-1 act = increases HSF-1 driven luciferase reporter signal | 1.7% of 300,000 active | activation, % at 9 µM | NIH3T3-HGL HSF-1 luciferase reporter, MG132, 8 h; 100% = twice DMSO control signal;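 active = mean replicate activation of at least 50% with a set share of replicates each reaching 50%; inconclusive = only one of those two conditions met; inactive = mean below 50% and too few replicates reaching it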;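 note: 0% = median of the neutral control wells and 100% = twice that signal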
GSK3A inh = human GSK-3 alpha kinase inhibition | P49840 | ADP-Glo luminescence, 60 min | inhibition, % at 10 µM | 0.1% of 320,000 active;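 in the data active = inhibition above about 50%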;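 note: GST-tagged GSK-3 alpha with peptide substrate and 25 µM ATP; 0% = DMSO neutral wells and 100% = GW8510 positive control wells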
Target sequence (P49840 whole entry, looked up): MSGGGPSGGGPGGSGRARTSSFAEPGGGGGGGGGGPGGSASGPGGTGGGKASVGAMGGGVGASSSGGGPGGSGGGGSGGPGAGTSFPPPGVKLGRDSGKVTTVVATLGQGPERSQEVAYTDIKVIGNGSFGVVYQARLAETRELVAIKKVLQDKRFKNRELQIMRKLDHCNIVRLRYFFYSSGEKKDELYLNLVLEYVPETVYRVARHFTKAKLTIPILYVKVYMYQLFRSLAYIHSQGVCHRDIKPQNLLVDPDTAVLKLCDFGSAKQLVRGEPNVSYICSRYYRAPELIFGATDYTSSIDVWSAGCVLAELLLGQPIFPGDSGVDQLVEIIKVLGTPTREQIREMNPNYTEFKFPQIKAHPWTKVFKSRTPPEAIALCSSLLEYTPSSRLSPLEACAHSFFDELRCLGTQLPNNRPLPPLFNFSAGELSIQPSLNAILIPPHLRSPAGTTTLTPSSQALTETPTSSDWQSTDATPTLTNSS
HSF1 inhib = HSF1 inhibition. 0.77% of 300,000 active. activity change, negative = inhibition, % at 7.5 µM (by protocol). NIH3T3-HGL HSE-luciferase, MG132-induced, luminescence 8 h; stronger effect = lower value;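 active = more than half of replicate wells show activity change below -50%, luminescence cut by over half; inconclusive = some wells, but at most half, below -50%; inactive = no replicate well below -50%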;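 note: luciferase reports HSF-1 transcriptional activity via heat shock element; 0% = median of DMSO wells and -100% = zero luminescence signal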
HSP90 refold inh = HSP90 refolding inhibition in rabbit reticulocyte lysate. luciferase refolding luminescence, 3 h. inhibition, % at 5.6 µM. 0.91% of 290,000 active. AID 1789;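 active = inhibition above the screen-wide mean plus 3 SD, computed separately per campaign, cut at about 16% in these data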;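 note: 0% = DMSO wells and 100% = 60 µM geldanamycin wells; inhibitors lower the luminescence because luciferase stays unfolded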
AI-2 QS modul = modulators of Vibrio harveyi AI-2 quorum sensing system. 0.4% of 300,000 active. Vibrio harveyi JMH597 AI-2 luminescence/OD600 ratio, 9 h; stronger effect = lower value; strain lacks LuxN and CqsS sensors; 0 = neutral-control median. activity change, % at 7.5 µM. AID 2094; in the data active = activity change below about -75%, passing the limit was not always enough; inconclusive = no clear call, values can overlap the other calls;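 note: luminescence divided by OD600 gain over 9 h not by final OD600 alone; inactives centre near 13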
KLF5 inhibitor = inhibitors of KLF5 expression; DLD-1 KLF5 promoter-luciferase reporter, luminescence; inhibition, % at 5 µM; 0.23% of 290,000 active;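 active = inhibition above a per-plate limit of that plate's mean compound inhibition plus 3 SD, cut at about 60% in these data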;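 note: 0% = DMSO wells and 100% = LY294002 at 200 µM; higher means less KLF5 promoter-driven luciferase light; inactives centre near -14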
IEC-6 tox = kills IEC-6 intestinal cells in KLF5 counter-screen; IEC-6 cytotoxicity, luminescence viability; 0.78% of 290,000 active; inhibition, % at 5 µM; AID 1825; in the data active = inhibition above about 22%;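 note: 0% = plate median of test compound wells and 100% = cytotoxic reference compound wells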
* = called active by the depositor; ? = inconclusive; . = not tested or not shown.

SMILES | GSK3B inh | HIF activator | aSyn 5UTR inh | HSF-1 act | GSK3A inh | HSF1 inhib | HSP90 refold inh | AI-2 QS modul | KLF5 inhibitor | IEC-6 tox
Cc1cc(=O)oc2cc(OCC(O)CN3CCN(c4ccccc4)CC3)ccc12 (centres undefined) | 3 | -0.2 | 1 | 14 | . | 10 | -3 | 23 | -18 | -4
COc1cc2c(C(=O)NC3CCCCCC3)cn(C)c(=O)c2cc1OC | -1 | -0.9 | -18 | 4 | -1 | -7 | 2 | 18 | 1 | -6
CCC(C)(C)NC(=O)C(c1cccnc1)N(C(=O)c1csnn1)c1ccc(C)cc1 (centres undefined) | 0 | -0.3 | -4 | 18 | 1 | 2 | -5 | 15 | -34 | -4
CCOc1ccc(S(=O)(=O)N2CCN(C(=O)CCOc3ccccc3C)CC2)cc1 | -1 | 0.0 | 10 | 13 | -2 | 0 | . | -5 | . | .
O=C(c1cc(-c2ccc(Cl)cc2)on1)N1CCCC1 | 1 | 1.5 | -46 | 34 | 0 | 15 | 7 | 10 | -94 | 6
CCN(CC(=O)Nc1ccc(S(=O)(=O)N2CCCC2)cc1)Cc1ccccc1 | -3 | 0.8 | 3 | -5 | -1 | 2 | . | 27 | . | .
COc1ccc(C(=O)N(CN2CCCC2=O)c2ccccc2OC)cc1OC | 2 | -0.8 | 29 | -2 | . | -1 | 2 | 34 | -3 | 7
Cn1cnc2c(=O)sc3ccccc3c21 | -7 | 0.1 | -17 | -12 | 5 | -5 | . | 16 | . | .
COc1cc2c(C(=O)NCCCN3CCN(c4cccc(Cl)c4)CC3)cn(C)c(=O)c2cc1OC | 3 | -1.0 | 12 | -17 | -1 | 0 | 0 | 14 | -26 | 0
Cn1c(=O)c2c(ncn2CC(=O)OCC(=O)Nc2cccc(Cl)c2)n(C)c1=O | 0 | -0.3 | 8 | -4 | 0 | 9 | 1 | 22 | -27 | -8
CCc1c(C)nc(N2CCN(c3cccc(OC)c3)CC2)[nH]c1=O | 4 | -1.7 | -7 | 11 | -3 | 4 | 1 | 13 | 5 | 6
CCOc1ccc(Oc2nc(Nc3ccc(C)cc3)nc(N(C)C)n2)nn1 | 2 | 0.0 | 33 | -18 | -1 | -4 | 3 | 6 | -22 | -2
CCOC(=O)N1CCN(C(=O)c2ccc(N3C(=O)c4ccccc4C3=O)cc2)CC1 | 1 | -0.3 | 8 | -14 | -3 | 5 | -1 | 6 | 8 | -12
CCOCCCNC(=O)CN1C(=O)COc2ccc(S(=O)(=O)N3CCC(C)CC3)cc21 | 0 | -0.8 | 0 | 18 | 0 | -1 | -6 | 30 | -1 | 2
CCC(C)[C@H](NC(=O)N1CCCCCC1)C(=O)OC (some centres undefined) | 5 | 0.2 | 13 | -3 | -1 | 0 | 2 | 40 | -19 | -1
O=C(NC1CC1)c1cc(-c2ccco2)nc2ccccc12 | 1 | -0.1 | -1 | -4 | . | -1 | 3 | 45 | -24 | -3
N#Cc1c(-c2cccs2)cc(-c2cccnc2)nc1N | -48 | -0.4 | 5 | -15 | 2 | 2 | 2 | 11 | -29 | 1
COc1ccc(-c2ccc3c(N)c(C(=O)NC(C)C)sc3n2)cc1OC | -3 | 1.1 | -32 | 4 | 0 | 9 | 1 | 3 | -8 | -2
COc1ccccc1C(=O)Nc1c2c(nn1-c1ccc(Cl)cc1)CS(=O)(=O)C2 | -1 | 0.4 | 25 | 5 | 0 | -1 | -1 | 1 | -37 | -5
CC(=O)NC1=NN(C(C)=O)C(c2ccccn2)S1 (centres undefined) | 4 | 1.2 | -3 | -57 | -1 | -41 | -3 | 11 | -2 | -8
C=CCn1c2ccccc2c2nnc(SC(CC)C(=O)Nc3nc(C)c(C(=O)OCC)s3)nc21 (centres undefined) | 0 | -0.6 | 24 | 16 | -1 | -4 | 3 | 21 | -8 | -5
CCCCNC(=O)CC1N=C2c3ccccc3N=C(SCC(=O)Nc3cccc(C)c3)N2C1=O (centres undefined) | -2 | -0.5 | 32 | 10 | -3 | 3 | 1 | 6 | 0 | -2
Cc1cccn2cc(-c3cccc(S(=O)(=O)N4CCOCC4)c3)nc12 | 0 | -0.1 | 6 | 9 | -1 | -4 | -5 | 6 | -21 | -1
CC1(C)CC(NC(=O)C(=O)NCCc2ccccc2)CC(C)(C)N1 | -1 | -0.5 | -14 | 43 | 2 | 7 | -6 | -1 | -15 | 0
COc1cccc(/C=C/C(=O)OCC(=O)NCC2CCCO2)c1 (centres undefined) | 2 | -21 | -34 | -4 | -3 | -2 | 0 | 13 | -16 | 4
(more compounds)
SMILES | GSK3B inh | HIF activator | aSyn 5UTR inh | HSF-1 act | GSK3A inh | HSF1 inhib | HSP90 refold inh | AI-2 QS modul | KLF5 inhibitor | IEC-6 tox
O=S(=O)(Nc1nc2cc3c(cc2nc1Cl)OCCO3)c1ccccc1 | 2 | -0.9 | -6 | -15 | -3 | -15 | 4 | 47 | -21 | -5
CN1C(=O)C(C(=O)Nc2ccccc2F)c2ccccc21 (centres undefined) | -2 | -0.5 | 19 | -8 | -1 | -2 | -1 | 4 | 15 | -7
CCCCNC(=S)NNC(=O)C12CC3CC(CC(C3)C1)C2 | 5 | -0.4 | -1 | -2 | -3 | 0 | 4 | 15 | 11 | 2
O=C(NC(=S)Nc1ccc(C(=O)N2CCOCC2)cc1)c1ccc([N+](=O)[O-])cc1 | -3 | 0.0 | 28 | -8 | -1 | 2 | 1 | 11 | -6 | 6
CC(CCc1ccccc1)N(C)CC(O)c1cccc([N+](=O)[O-])c1 (centres undefined) | 1 | -0.1 | 12 | -15 | 0 | -4 | -4 | 21 | -12 | -3
CC(C)C(C)NC(=O)CN1C(=O)NC2(CCCCCC2)C1=O (centres undefined) | 3 | -0.6 | 2 | 0 | -1 | -2 | 0 | 15 | -17 | -5
Cc1ccc2c(c1)c(C)cc(=O)n2CCC(=O)O | 0 | 0.4 | -16 | -11 | -2 | -2 | 1 | 15 | 3 | -5
COc1ccccc1NC(=O)c1ccc(S(=O)(=O)N2CCCC(C)C2)cc1 (centres undefined) | -2 | -0.1 | 10 | -4 | -1 | 5 | 0 | 18 | 5 | 0
CCNC(=O)CSc1nnc(CN2CCCCCC2=O)n1-c1ccccn1 | -6 | -0.3 | 13 | 0 | -2 | -7 | 0 | 7 | -16 | -3
CCCCc1nn(-c2cc(Cl)ccc2OC)c2c1C(=O)CC(C)(C)C2 | 2 | -0.6 | 8 | 9 | -3 | 6 | 2 | 7 | -15 | 3
Cc1ccc(NC(=O)c2ccoc2C)cc1C | -14 | 2.6 | -231 | 29 | -3 | 5 | -8 | 6 | -62 | 9
COc1ccc(N(CN2C(=O)C3CC=CCC3C2=O)C(=O)c2ccco2)cc1 (centres undefined) | -28 | -0.1 | 20 | -15 | -3 | -9 | 3 | 28 | -22 | 5
O=C(CSc1ccc(Cl)cc1)Nc1ccccc1N1CCN(C(=O)c2ccc(Cl)cc2)CC1 | 0 | -0.3 | 12 | 34 | 0 | 4 | 6 | 4 | 9 | 6
Cc1cc(C)n(CCNC(=O)C2CCC(=O)N(CC3CCCCC3)C2)n1 (centres undefined) | 1 | 0.0 | 17 | 12 | -1 | -4 | -8 | 14 | -11 | 10
CC12CC3CC(C)(C1)CC(NCc1ccncc1)(C3)C2 | 2 | . | . | . | -3 | . | 3 | 1 | 7 | 3
O=C(CSc1nnc(CNC(=O)c2ccc(F)cc2)o1)NCc1ccc2c(c1)OCO2 | -2 | 0.0 | 0 | -2 | -2 | -4 | 2 | 7 | -10 | -5
O=C1/C(=C/c2cccs2)SC(=S)N1NS(=O)(=O)c1ccccc1 | -6 | -0.4 | -7 | -1 | -9 | 3 | 3 | -40 | 10 | 3
CCOC(=O)c1ccc(NC(=O)CSc2nnc(Cc3cccs3)n2C)cc1 | -2 | -0.3 | 9 | -3 | 3 | -8 | 0 | 4 | -24 | -3
c1ccc(-c2nnc(C3CC(c4ccncc4)=NO3)o2)cc1 (centres undefined) | -2 | 0.8 | -3 | 4 | -1 | 0 | . | 18 | . | .
COCCNC(=O)CSc1nc2cc3c(cc2c(=O)n1Cc1ccco1)OCO3 | 1 | -0.3 | -3 | 21 | -1 | 20 | 6 | 20 | -2 | 2
CN1C(=O)c2ccccc2C(C(=O)NCCCN2CCCC2=O)C1c1c[nH]c2ccccc12 (centres undefined) | 1 | -1.1 | 24 | -4 | 5 | -5 | 4 | 6 | -9 | -7
O=C(NC(=S)Nc1ccccc1N1CCCC1)c1ccc(F)cc1 | 4 | 0.4 | -33 | 21 | 1 | 0 | 3 | 24 | -16 | 9
CC(C)(C)c1ccc(C(=O)N/N=C/c2ccc(OCCCF)cc2)cc1 | 2 | 0.8 | 17 | 13 | -2 | -2 | -2 | 18 | -14 | 0
Cc1c(-n2c(O)c(C3=c4ccccc4=NC3=O)sc2=S)c(=O)n(-c2ccccc2)n1C | -2 | -0.7 | 6 | 16 | -1 | 12 | 0 | 17 | -2 | -6
Cc1ccc(N2C(=O)CC(NNc3nc4ccccc4s3)C2=O)cc1C (centres undefined) | 1 | 0.2 | -24 | ? | -2 | 53 | -6 | 3 | -11 | -2
Additional records:
SMILES | GSK3B inh | HIF activator | aSyn 5UTR inh | HSF-1 act | GSK3A inh | HSF1 inhib | HSP90 refold inh | AI-2 QS modul | KLF5 inhibitor | IEC-6 tox
O=C(O)C1CCN(S(=O)(=O)c2ccc(N3CCCC3C(=O)O)c([N+](=O)[O-])c2)CC1 (centres undefined) | 4 | 0.0 | 8 | 7 | 1 | -1 | -2 | 9 | -15 | 0
Cc1ccc(NCC(=O)N/N=C/c2cccc(Br)c2)cc1 | 3 | 1.4 | 17 | -10 | -1 | -9 | 2 | 25 | -6 | -2
Cc1ccc(CN=c2c([N+](=O)[O-])nn(-c3ccc(Cl)cc3)n2O)cc1 | 0 | 0.9 | -69 | 0 | -3 | -1 | -3 | 24 | -26 | 0
CON/C=C(\C=Nc1ccc(C(F)(F)F)cc1)c1ncc(C(F)(F)F)cc1Cl | -1 | -0.6 | -21 | -22 | -4 | 1 | 2 | 10 | 11 | 8
O=C1CCCCCC1C1(O)C(=O)Nc2ccccc21 (centres undefined) | 2 | -0.4 | -13 | -2 | -2 | -1 | -2 | 20 | -6 | 2
CC(C)(C)NC(=O)C(c1ccco1)N(C(=O)c1csnn1)c1ccccc1 (centres undefined) | 4 | -0.2 | 5 | -11 | -2 | -6 | 0 | 28 | -4 | -4

Some entries already given, limited to HIF activator.
compound	HIF activator
O=C1CCCCCC1C1(O)C(=O)Nc2ccccc21 (centres undefined)	-0.4
CC(C)(C)NC(=O)C(c1ccco1)N(C(=O)c1csnn1)c1ccccc1 (centres undefined)	-0.2
